Screens (PubChem BioAssay)
EBV gp42 inh: Epstein-Barr virus gp42 inhibitors, primary screen, biochemical, uHTS, fluorescence polarization | Fluorescence polarization binding assay, mP read-out | inhibition, % (tested at 21.74 µM) | Glycoprotein 42 (Epstein-Barr virus (strain AG876)), Q1HVG2 | 0.42% of 220,000 active; in the data active = inhibition above about 50%
Target sequence (Q1HVG2 whole entry, looked up): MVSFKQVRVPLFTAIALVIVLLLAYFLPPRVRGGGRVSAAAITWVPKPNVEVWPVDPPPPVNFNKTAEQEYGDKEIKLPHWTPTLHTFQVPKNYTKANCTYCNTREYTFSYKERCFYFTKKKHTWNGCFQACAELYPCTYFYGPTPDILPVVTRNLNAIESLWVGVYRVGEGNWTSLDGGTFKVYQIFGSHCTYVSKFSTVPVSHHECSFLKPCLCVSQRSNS
p97 inhibitor: inhibitors of human p97 ATPase, primary screen, biochemical. Transitional endoplasmic reticulum ATPase (Homo sapiens), P55072. recombinant p97 ATPase, Kinase-Glo ATP luminescence, 3 h. inhibition, % at 8 µM. 0.42% of 220,000 active. AID 1481, 2009; in the data active = inhibition above about 15%;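 also: 0% = DMSO vehicle and 100% = wells lacking enzyme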
TbHK1 inh: Trypanosoma brucei hexokinase 1 inhibitors, primary screen, biochemical, G6PDH-coupled NADH absorbance, MLSCN library; hexokinase 1 [Trypanosoma brucei]; recombinant TbHK1, G6PDH-coupled NADH A340; inhibition, % at 10 µM; 0.11% of 220,000 active; AID 1430, 2008;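 active = inhibition of 50% or more in the single-dose primary screen; inactive = inhibition below 50%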
NCF1 inh: p47phox/p22phox peptide binding inhibitors, primary screen, biochemical, uHTS, NADPH oxidase regulatory subunit; fluorescence polarization, 2 h; inhibition, % at 24.7 µM; 0.53% of 220,000 active; AID 1274, 2008;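 active = inhibition above about 30%, limit read from the data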;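 also: 0% = p47phox with labelled peptide and 100% = labelled peptide alone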
RBBP9 inhibitor: human RBBP9 inhibitors, primary screen, biochemical, fluorescence polarization, FP-Rh probe, HTS. 0.2% of 220,000 active. inhibition, % at 7.94 µM. AID 1515, 2009. Serine hydrolase RBBP9 (Homo sapiens), O75884. recombinant RBBP9;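 active = inhibition above the campaign mean of all tested compounds plus 3 SD, cut at about 14% in these data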;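 also: plate controls were DMSO wells with RBBP9 for no effect and wells lacking RBBP9 protein for full effect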
Target sequence (O75884 whole entry, looked up): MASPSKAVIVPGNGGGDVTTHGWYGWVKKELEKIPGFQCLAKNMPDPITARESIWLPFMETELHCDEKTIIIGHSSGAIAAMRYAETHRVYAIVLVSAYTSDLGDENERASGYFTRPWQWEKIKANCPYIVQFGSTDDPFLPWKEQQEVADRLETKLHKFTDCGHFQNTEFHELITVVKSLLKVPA
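Test system – recombinant human RBBP9 · Input – RBBP9 2.5 µM in dispensing solution, pre-mixing · Medium – Tris buffer pH 8.0, NaCl, Pluronic · Schedule – preincubation 30 min plus labeling 45 min at 25 °C · Measured by – fluorescence polarization · Measure – % inhibition · Controls – DMSO and no-protein wells · Replicates – one well per compound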
Runt-CBFb FRET: inhibitors of RUNX1 Runt–CBFb binding, primary screen, biochemical, FRET, Cerulean-Runt, Venus-CBFb, uHTS | Runt-related transcription factor 1 (Homo sapiens) + Core-binding factor subunit beta … | Cerulean-Runt/Venus-CBFb FRET ratio 530/480, 1 h | AID 1496, 2009 | 0.46% of 220,000 active | inhibition, % at 20 µM;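 active = inhibition over about 50% at 20 µM in the single-dose screen, limit read from the data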;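 also: 0% = DMSO wells and 100% = excess unlabeled CBFb competitor control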
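Assay system: Cerulean-Runt domain / Medium: Tris 50 mM pH 7.5, KCl, K2SO4, 0.01% BSA / Timing: protein complex preformed 1 h, compound exposure 1 h, room temperature, dark / Measured by: FRET, excitation 422 nm, emission at 530 and 480 nm / Evaluation: loss of energy transfer signal / Control set: 5 µM unlabeled CBFb as full-inhibition high control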
Runt-SMMHC FRET: inhibitors of RUNX1 Runt–CBFb-SMMHC binding, primary screen, biochemical, FRET, Cerulean-Runt, Venus-CBFb-SMMHC, uHTS | Cerulean-Runt/Venus-CBFb-SMMHC FRET ratio 530/480, 1 h | 0.74% of 220,000 active | inhibition, % at 20 µM | Runt-related transcription factor 1 (Homo sapiens) + Core-binding factor subunit beta …;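 active = mean inhibition across duplicate retests at 20 µM reaching about 50%, limit read from the data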;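 also: 0% = DMSO wells and 100% = wells with excess untagged CBFb-SMMHC; inhibitors lower the FRET ratio by blocking Runt binding to CBFb-SMMHC; some results filed as inactive read as strong as hits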
Calpain2 inh: inhibitors of pig calpain II, primary screen, biochemical, fluorogenic peptide substrate, 1536-well. purified calpain II, 30 min. inhibition, % at 16 µM. 0.37% of 220,000 active. AID 1236, 2008;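 active = inhibition above about 50%, limit read from the data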
Furin inh: human furin inhibitors, primary screen, biochemical, fluorescence intensity; P09958; purified furin, fluorogenic substrate cleavage; inhibition, % at 30 µM; 0.061% of 220,000 active; in the data active = inhibition above about 25%; also: inactives centre near -15
Target sequence (P09958 108-714 limits assumed): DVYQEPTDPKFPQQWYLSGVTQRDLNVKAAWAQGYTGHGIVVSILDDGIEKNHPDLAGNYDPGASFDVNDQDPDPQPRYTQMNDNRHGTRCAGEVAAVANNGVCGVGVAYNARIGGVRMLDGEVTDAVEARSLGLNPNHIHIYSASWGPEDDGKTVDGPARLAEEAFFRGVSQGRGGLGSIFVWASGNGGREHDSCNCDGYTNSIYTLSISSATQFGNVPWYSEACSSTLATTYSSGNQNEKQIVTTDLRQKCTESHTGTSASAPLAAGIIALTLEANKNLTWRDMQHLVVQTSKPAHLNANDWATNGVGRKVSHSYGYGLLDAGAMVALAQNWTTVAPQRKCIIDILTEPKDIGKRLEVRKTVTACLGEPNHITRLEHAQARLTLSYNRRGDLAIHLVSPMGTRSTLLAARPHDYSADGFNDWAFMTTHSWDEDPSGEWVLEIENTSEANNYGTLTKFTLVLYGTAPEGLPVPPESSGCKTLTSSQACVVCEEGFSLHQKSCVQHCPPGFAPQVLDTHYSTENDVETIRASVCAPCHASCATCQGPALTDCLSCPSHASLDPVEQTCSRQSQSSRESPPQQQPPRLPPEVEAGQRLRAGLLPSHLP
Starred values were filed as active, the others as inactive; / = not tested or not shown; [ ] = dose if it differs, or a comment. Hits appear at their usual frequency; any-hit rate near 2.7%.

Values in the order: EBV gp42 inh, p97 inhibitor, TbHK1 inh, NCF1 inh, RBBP9 inhibitor, Runt-CBFb FRET, Runt-SMMHC FRET, Calpain2 inh, Furin inh
> Cc1ccc(C2=N/C(=C/c3cccs3)C(=O)N2Nc2ccccc2)cc1
→ 14.4, 1.9, -4.2, -72.2, -18.4, -5.6, -11.7, -6.7, -6.9[20 µM]
> COc1ccccc1OCC(=O)OCC(=O)NCCN1C(=O)CSC1=O
→ -24.0, 0.4, 2.2, -0.6, 0.8, -1.6, 0.4, 1.8, -10.7
> CCN(CC)CC(=O)c1c[nH]c2ccc(OC)cc12
→ -12.4, -1.8, -7.4, 68.2*, -0.2, /, -5.5, -9.2, -15.5[20 µM]
> Cc1nc(Nc2nc3ccccc3o2)nc(C)c1C
→ 2.1, -18.5, 3.2, -8.0, -11.2, -0.7, 0.4, 8.2, -36.2
> Cc1ccc2nc(Cl)c(CN(Cc3cccs3)C(=O)C3CC3)cc2c1
→ -0.2, 2.0, 1.3, -0.7, -3.5, -2.1, 2.0, -34.4, -2.8[20 µM]
> CCC1(c2ccccc2)NC(=S)N(c2ccc(C)c(C)c2)N1 (centres undefined)
→ -0.5, -0.5, 3.8, -12.6, -9.4, 17.8, 6.9, 12.2, -32.3
> O=C(O)CCc1ccc(-c2ccccc2)n1CC1CCCO1 (centres undefined)
→ -24.1, 1.7, -4.6, -5.0, -6.9, 13.9, 20.8, -286.7, -25.7[20 µM]
> O=C(CN1C(=O)c2ccccc2C1=O)Nc1cccc([N+](=O)[O-])c1
→ -3.9, 7.7, 30.9, 4.2, -5.5, -0.4, 5.8, 28.5, -2.1
> Cc1ccc(S(=O)(=O)N(C)CCCC(=O)Nc2ccncc2)cc1
→ -12.7, 1.2, -3.7, -21.3, 1.4, 1.8, -1.6, -8.7, 0.6
> O=C(Nc1ccncc1)c1ccc2c(c1)C(=O)N(CC1CCCO1)C2=O (centres undefined)
→ 0.1, -5.6, 12.7, 1.1, -5.5, 0.5, -1.8, -3.6, -1.8
> C=CCSc1nnc2c(n1)OC(C)=Nc1ccc(Br)cc1-2
→ -4.1, 3.2, 0.9, -1.9, -2.8, 2.5, -0.8, -27.9, -30.8
> O=c1nc(N2CCOCC2)nc2n1CCO2
→ 7.1, -1.6, -0.3, 2.3, -7.8, -0.4, -3.0, 0.7, -6.3[20 µM]
> O=C1CC(Nc2ccc(N3CCOCC3)cc2)C(=O)N1Cc1ccccc1 (centres undefined)
→ 0.6, 3.2, 6.1, 1.9, 1.8, -0.3, 4.7, 34.6, -23.7[20 µM]
> O=S(=O)(Nc1cccc(-c2nnco2)c1)c1ccc(F)cc1F
→ -16.3, 9.2, 6.4, -11.3, 0.6, 1.9, 0.1, -13.6, -12.8
> Cc1c(C)n(CC(O)CN2CCOCC2)c2ccccc12 (centres undefined)
→ -1.3, -1.6, -2.5, 65.7*, -8.4, -2.0, -2.5, 2.5, -14.9
> Nn1c(Cc2cccc3ccccc23)nnc1SCc1ccccc1
→ -1.0, 1.7, 20.9, -1.9, -1.0, -1.3, 0.9, -3.2, -12.9
> CCCOC(=O)c1ccc(NC(=O)CCOc2ccccc2)cc1
→ -25.8, 1.6, 8.2, -6.8, -1.5, -0.6, 0.7, 14.4, -15.9[20 µM]
> O=C(Nc1cccc(-c2cn3c(n2)SCC3)c1)c1ccc2c(c1)OCO2
→ 4.1, 1.7, -0.8, -21.8, -8.6, 0.9, 0.5, -41.1, -22.3
> O=C(Nc1c2c(nc3ccccc13)CCCC2)c1cccc([N+](=O)[O-])c1
→ -9.8, 1.9, -0.3, -15.8, -12.2, -0.6, 1.9, -12.5, -25.5
> Cc1ccc(N2CCN(C(=O)N3CCOCC3)CC2)c(C)c1
→ -9.3, 1.9, 1.4, -2.1, -5.1, -0.8, 1.3, -4.8, -21.1
> COc1cccc(/C=N/NC(=O)CSc2ccccc2C)c1O
→ 4.8, -3.0, 3.4, -14.7, 0.2, 0.5, 5.4, 23.8, -12.3
> Cc1cccc(N2C(=O)c3cccc4c(N5CCCCC5)c([N+](=O)[O-])cc(c34)C2=O)c1C
→ 15.4, 3.4, 23.5, -3.0, -2.5, 5.6, 7.0, 0.0, 0.5
> CC(C)=CC[N+]1(C)CCCCC1
→ -15.2, 5.3, -3.7, -5.7, -7.4, 2.2, -0.9, -9.8, -25.0
> O=C1OC(COc2ccc(Br)cc2)CN1c1ccccc1 (centres undefined)
→ -11.9, 2.0, -9.4, 0.4, -6.0, -0.9, -5.8, -14.5, -12.1
> Cc1csc(SCC(=O)NC(=O)NC(C)(C)C)n1
→ -1.4, -0.3, -7.1, 1.6, -3.0, -0.6, -1.5, -16.6, -15.5
> CCOC(=O)N1CCC(c2nc3ccccc3[nH]2)CC1
→ 1.9, 2.7, -8.0, -5.8, -4.4, 2.2, 2.7, -14.9, -30.1
> NNc1nc2c(Cl)cccc2s1
→ -16.2, 1.2, 27.3, -5.6, 7.6, 35.2, 12.0, 3.3, -15.9
> CCOc1ccc2c(c1)nc(SCC(=O)c1ccc(Br)s1)n2C
→ -3.6, -6.2, -4.6, -5.9, -5.9, 16.6, -0.2, 9.5, -21.3[20 µM]
> COc1ccc(C(=O)NC(=S)NC2CCSC2=O)cc1 (centres undefined)
→ -19.2, 5.5, 36.2, -4.0, -1.4, 1.3, 3.0, -7.6, -11.3
> O=C(Nc1ccccc1)C1=C[C@@H](C2CC2)C[C@@H](OCCCCO)O1
→ -9.4, -0.9, -3.5, -7.7, -7.8, 1.1, -2.9, -22.8, -23.8
> O=C1CCC(C(=O)OC(C(=O)c2c[nH]c3ccccc23)c2ccccc2)=NN1 (centres undefined)
→ -3.0, -5.9, -5.3, 0.5, -4.8, 0.5, 0.5, 26.1, -16.2
> O=c1c2c3c(sc2nc(NCCO)n1Cc1ccco1)CCCCC3
→ 17.3, -3.4, -10.9, -22.1, -1.2, -1.3, -0.7, 2.9, -0.1
> N#CCCn1cc(CNCc2ccccc2)c(-c2cccc([N+](=O)[O-])c2)n1
→ -1.3, 2.2, 0.0, 3.6, -6.7, -1.8, -2.5, -10.4, -18.5
> CCCOc1ccccc1NC(=O)Nc1ccccc1Cl
→ 9.0, -2.5, 5.0, -2.3, -13.3, -0.4, 1.4, 17.6, -18.5
> CCn1ncc(C2=NOC(C(=O)NCC(C)C)C2)c1C (centres undefined)
→ -12.1, 1.0, -1.7, -7.7, -7.6, 0.8, -0.7, 20.7, -3.8[20 µM]
> O=C(CSc1nc2c(sc3ccccc32)c(=O)n1CCO)NCc1ccco1
→ 1.5, 6.6, -2.0, -4.9, -5.5, 1.0, -1.0, -40.0, -13.8[20 µM]
> C(=N\c1nc2ccccc2[nH]1)/c1cccs1
→ -3.0, -3.8, -7.8, -11.7, -4.6, 0.0, 0.3, 18.7, -6.2
> COc1ccc(-c2cc(C(F)F)n3ncc(C(=O)N4CCCCC4)c3n2)cc1
→ -10.2, -3.2, -17.2, -9.5, -6.8, -2.1, 3.8, -234.5, -3.6[20 µM]
> N=c1n(-c2ccccc2)c(O)cc(=O)n1-c1ccccc1
→ -17.2, 8.8, 2.8, -3.4, -7.4, -2.5, -4.1, -1.1, -37.8
> CCCC(=O)Nc1ccc(C(=O)N/N=C/c2ccc([N+](=O)[O-])o2)cc1
→ -5.2, -0.4, -18.0, 2.6, -0.1, -1.7, -3.4, 30.7, 1.0
> O=C1/C(=C/c2cccnc2)SC(=S)N1c1ccccc1
→ -6.4, 0.3, -7.3, -0.9, 1.6, 5.7, -2.1, 2.4, -7.2
> COc1ccc(-c2cc(C(=O)N(C)Cc3ccccc3)no2)cc1OC
→ -9.1, -10.6, 6.3, -4.7, -8.4, -4.6, -1.1, 7.3, -6.1
> CC(C)(C)C(=O)NC(=S)Nc1ccccc1C(N)=O
→ 6.3, 1.1, -6.0, -4.7, 4.1, 2.9, 1.2, -8.3, -18.3
> CCOc1cccc(NC(=O)C(Cc2cccs2)c2nn[nH]n2)c1 (centres undefined)
→ -16.2, 5.2, 2.9, -20.5, 2.7, 0.1, 2.5, -19.6, -21.4
> Cc1ccc(-c2onc3ccc(Cl)cc23)cc1
→ -12.8, 3.0, -11.9, -8.8, -0.2, 2.6, 2.4, -19.4, -12.6
> COc1ccc(-n2nc3c(c2NC(=O)C2CCCC2)CS(=O)C3)cc1 (centres undefined)
→ -6.1, 0.6, 0.8, -8.5, -11.2, 1.9, -1.7, -10.0, -25.4
> COc1ccccc1NC(=O)Nc1cccc(C(=O)O)c1
→ -11.6, 5.5, -4.5, 6.1, -2.6, -0.3, -3.4, -19.5, -22.5
> CN(CC(=O)O)S(=O)(=O)c1cc(Cl)ccc1Cl
→ -7.4, -4.5, 2.6, -3.4, -9.7, -0.1, 0.1, 4.8, -16.5[20 µM]
> COC(=O)c1ccc(Cn2nc(C)c(Br)c2C)cc1
→ 0.3, 3.9, 4.8, -5.7, -3.0, 0.3, 1.1, 19.3, -13.1
> NC(=O)c1nn(-c2ccc(Cl)cc2Cl)c(=O)cc1O
→ -0.9, 1.3, 3.7, -1.4, 0.8, 0.3, -1.2, -6.7, -10.7
> COC(=O)[C@H](Cc1ccccc1)NC(=O)NCCc1ccc(F)cc1
→ -14.1, 3.2, -6.7, 0.9, -1.5, 1.0, -0.5, -13.5, -10.1
> CC(C)CC(=O)N1CCC(N2CCN(c3ccccc3)CC2)CC1
→ -19.4, 2.0, -5.0, -5.0, -4.6, 0.9, -0.3, -8.8, -18.3
> CCOC(=O)CNC(=O)C12CC3CC(CC(C3)C1)C2
→ -1.9, 1.9, 1.5, -0.2, -2.4, 3.0, 0.4, 14.9, -22.4
> COc1ccc(C2=NN(C(=O)CSc3nnc(C)n3C)C(c3ccco3)C2)cc1 (centres undefined)
→ -7.6, 6.6, -2.4, -5.3, 0.8, 0.8, -0.5, -31.0, -29.0
> O=C(NC1CCN(Cc2ccccc2)CC1)C1COc2ccccc2O1 (centres undefined)
→ -11.8, 2.4, 5.1, 5.3, -0.2, -0.4, 0.3, -8.4, -31.2
> Oc1c(N=Nc2ccccn2)ccc2ccccc12
→ 13.1, -8.7, 4.7, 62.4*, -0.8, -4.9, -4.8, 17.4, -12.3
> CCOc1ccc(NC(=O)c2cnc3scc(C)n3c2=O)cc1
→ /, -2.4, -15.5, /, 0.5, -0.6, -1.0, /, -18.3
> C=CCSc1nnc(NC(=O)c2ccc(NC(C)=O)cc2)s1
→ -14.7, 4.3, -13.7, -11.5, 4.8, 0.0, -0.7, 7.1, -21.8

Looked up above.
TbHK1 inh, COC(=O)[C@H](Cc1ccccc1)NC(=O)NCCc1ccc(F)cc1 is entered as -6.7
Furin inh, CCOc1ccc(NC(=O)c2cnc3scc(C)n3c2=O)cc1 is entered as -18.3
